RORgamma inh – qHTS for inhibitors of ROR gamma transcriptional activity. Nuclear receptor ROR-gamma (Mus musculus), P51450. Drosophila S2 Gal4-RORgamma UAS-luciferase reporter, 20 h. Potency, µM (highest dose often 53.6 µM), for inactives: top-dose activity change, negative = inhibition, actives largely listed as inhibitors. 310,000 compounds, 5.4% hits; also: potency is read from the fitted curve at half-maximal effect; % is scaled to controls: 0 for no effect and ±100 for the full control effect; nearly all actives have a fitted effect of over 60% in size
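Schneider cells (Drosophila), stable Gal4 DBD–ROR gamma + UAS-luc; 1 hr cmpd preincubation; Cu2+ induction 700 uM final; 20 hr ambient; luminescence.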
Giardia killer – Small Molecules that selectively kill Giardia lamblia: qHTS | 340,000 compounds, 0.15% hits | Giardia lamblia trophozoite viability | AID 540267, 2011 | activity change, % at 7.66 µM, hits read low; in the data active = activity change below about -80%; inconclusive = between about -30% and that limit;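 also: parasites exposed to compound for two days anaerobically before the ATP read; % is scaled to controls: 0 for no effect and ±100 for the full control effect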
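Compounds were tested on trophozoites seeded at 100 cells/well and held 48 hrs at 37 deg C anaerobically. An ATP-based luminescent kit measured the remaining live cells.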
p53 reactivator – qHTS assay for re-activators of p53 using a Luc reporter | 320,000 compounds, 0.063% hits | Potency, µM (doses to about 92.2 µM), without a hit: at the highest dose activity change, positive = activation, usual class: activators | H1299 p53-A138V BP100-luciferase reporter, luminescence, 24 h; also: potency is read from the fitted curve at half-maximal effect; % of control where 0% means no effect; nearly all actives have a fitted effect of over 45% in size
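p53-null H1299 cells stably carrying temperature-sensitive p53-A138V and a BP100-luciferase reporter were pinned with compounds (4-point, 1:5 series) and held 24 hrs at 37 deg C. Luminescence was read 10 min after detection reagent.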
Menin MLL FP TR – qHTS Assay for Inhibitors Targeting the Menin-MLL Interaction in MLL Related Leukemias: Competition With Texas Red Labeled MLL-derived Mutant Peptide; O00255; Menin + Texas Red MLL mutant peptide, fluorescence polarization; Potency, µM (highest dose often 61.6 µM), without a hit: at the top dose FP activity change, negative = inhibition, actives largely listed as inhibitors; 270,000 compounds, 0.23% hits; AID 1768, 2009; active = well fitted inhibition curve with a large enough effect in the polarisation, with a control signal flat, not every such curve was filed as active; inconclusive = small, poorly fitted or top-dose-only effect, or effect the other way, or a change in a side signal; inactive = no such curve, though single readings can be large or run the other way; the % refers to the polarisation; also: potency is read from the fitted curve at half-maximal effect; % of control where 0% means no effect; many of its hits are not listed in these tables
Target sequence (O00255 whole entry, looked up): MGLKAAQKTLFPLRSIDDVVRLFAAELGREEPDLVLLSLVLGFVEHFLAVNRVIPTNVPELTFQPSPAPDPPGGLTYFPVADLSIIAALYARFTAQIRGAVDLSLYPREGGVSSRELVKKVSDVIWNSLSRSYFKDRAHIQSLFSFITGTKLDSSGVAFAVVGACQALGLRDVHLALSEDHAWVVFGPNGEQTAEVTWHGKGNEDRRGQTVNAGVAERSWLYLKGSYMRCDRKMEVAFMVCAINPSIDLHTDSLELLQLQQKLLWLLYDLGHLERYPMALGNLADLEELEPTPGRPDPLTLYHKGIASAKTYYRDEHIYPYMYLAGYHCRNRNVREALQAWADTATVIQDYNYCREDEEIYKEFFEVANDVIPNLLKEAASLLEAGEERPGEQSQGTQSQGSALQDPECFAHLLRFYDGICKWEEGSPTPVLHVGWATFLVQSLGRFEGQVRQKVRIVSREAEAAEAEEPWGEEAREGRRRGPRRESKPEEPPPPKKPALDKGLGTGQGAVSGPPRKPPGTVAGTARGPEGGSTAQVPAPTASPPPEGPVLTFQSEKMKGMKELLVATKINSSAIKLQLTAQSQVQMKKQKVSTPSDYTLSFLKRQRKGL
PKM2 activator – qHTS Assay for Activators of Human Muscle isoform 2 Pyruvate Kinase; purified PKM2, Kinase-Glo ATP luminescence, activation; response scale: 0% is enzyme alone, no compound; Potency, µM (titrated, usually from 57.5 µM), inactives show at the top dose activation, hits mostly activators; Pyruvate kinase PKM (Homo sapiens), P14618; 260,000 compounds, 0.34% hits; also: potency is read from the fitted curve at half-maximal effect; % is scaled to controls: 0 for no effect and ±100 for the full control effect; nearly all actives have a fitted effect of over 55% in size
Target sequence (P14618 whole entry, looked up, canonical isoform): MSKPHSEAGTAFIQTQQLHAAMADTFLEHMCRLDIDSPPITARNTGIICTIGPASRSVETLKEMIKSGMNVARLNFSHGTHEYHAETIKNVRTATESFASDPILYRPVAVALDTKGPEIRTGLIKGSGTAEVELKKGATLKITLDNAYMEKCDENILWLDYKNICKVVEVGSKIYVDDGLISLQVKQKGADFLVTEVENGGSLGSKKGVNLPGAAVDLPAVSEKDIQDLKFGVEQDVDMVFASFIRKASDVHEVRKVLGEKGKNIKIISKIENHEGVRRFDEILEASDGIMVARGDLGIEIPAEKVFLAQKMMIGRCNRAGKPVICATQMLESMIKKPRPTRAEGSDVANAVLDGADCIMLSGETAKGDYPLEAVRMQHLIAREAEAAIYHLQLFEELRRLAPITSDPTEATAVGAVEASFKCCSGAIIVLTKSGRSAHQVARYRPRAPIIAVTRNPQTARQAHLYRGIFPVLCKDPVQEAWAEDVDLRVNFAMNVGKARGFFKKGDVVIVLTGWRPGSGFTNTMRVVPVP
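Kinase-Glo luminescence reports ATP generated from ADP (0.1 mM) and PEP (0.5 mM) by purified hPK-M2 after 1 h at room temperature, pH 7.2 imidazole buffer; intermediate enzyme activity allows detecting inhibitors and activators.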
Rab9 prom act – qHTS Assay for Rab9 Promoter Activators; Huh7 Rab9 promoter-luciferase reporter, luminescence, 24 h; Potency, µM (titrated, usually from 9.22 µM), without a hit: top-dose activation, negative = inhibition, usual class: activators; 320,000 compounds, 2.8% hits; AID 485297, 2010; also: potency is read from the fitted curve at half-maximal effect; % of control where 0% means no effect; nearly all actives have a fitted effect of over 60% in size
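Luminescence from Amplite-detected luciferase (10 minutes, ambient) reports Rab9 promoter activation. Before that, stable Rab9-luciferase Huh7 cells (1500/well, reduced-serum OP-MEM I plus 10% FBS) were exposed to compound for 24 hours at 37C.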
FLuc counter – qHTS profiling assay for firefly luciferase inhibitor/activator using purifed enzyme and Km concentrations of substrates (counterscreen for miR-21 project); Luciferin 4-monooxygenase (Photinus pyralis), P08659; purified FLuc, Km substrates, luminescence inhibition; Potency, µM (doses to about 57.5 µM), for inactives: top-dose activity change, negative = inhibition, most hits filed as inhibitors; 360,000 compounds, 6.9% hits;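 also: potency is read from the fitted curve at half-maximal effect; plate controls were vehicle for no effect and reference inhibitor for full effect; nearly all actives have a fitted effect of over 55% in size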
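Biochemical qHTS of compounds, final roughly 60 µM downward over six points, against 10 nM purified firefly luciferase using Km concentrations of substrates (10 uM D-luciferin, 10 uM ATP) in Tris acetate pH 7.5 buffer; luminescence output.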
NPC1 promoter act – qHTS Assay for NPC1 Promoter Activators; Potency, µM (highest dose often 9.22 µM), without a hit: at the top dose activation, hits mostly activators; 320,000 compounds, 2.4% hits; Huh7 NPC1 promoter luciferase reporter, 24 h;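 also: potency is read from the fitted curve at half-maximal effect; % of control where 0% means no effect; nearly all actives have a fitted effect of over 60% in size; reporter is driven by a mutant NPC1 promoter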
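Huh7 reporter cells (NPC1 promoter driving luciferase) are dosed with compound for 24 h at 37 °C, 5% CO2; luciferase detection reagent is then added and luminescence measured after 10 min at ambient temperature.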
BRCA1 expr up – qHTS Assay to Identify Small Molecule Activators of BRCA1 Expression | MCF7-BRCA1-FFLuc reporter, luminescence, 48 h; response scale: scaled: vehicle 0%, 10 µM genistein 100% | 380,000 compounds, 1.1% hits | AID 624202, 2012 | Potency, µM (series often up to 46.1 µM), for inactives: top-dose activation, most hits filed as activators; also: potency is read from the fitted curve at half-maximal effect; nearly all actives have a fitted effect of over 80% in size; some results filed as inactive show a strong effect at the top dose
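First, MCF7-BRCA1-FFLuc cells (2000/well) attach for 2 h; next, compounds are pin-added and incubated 48 h at 37 °C; finally, luciferase reagent is added and luminescence read after 15 min.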
VP16 counter – VP16 counterscreen qHTS for inhibitors of ROR gamma transcriptional activity. Drosophila S2 Gal4-VP16 UAS-luciferase, luminescence, 20 h. Potency, µM (titrated, usually from 53.6 µM), without a hit: at the highest dose activity, negative = inhibition, most hits filed as inhibitors. 310,000 compounds, 3.5% hits;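 also: Gal4-VP16 expression switched on by copper sulfate through the metallothionein promoter; potency is read from the fitted curve at half-maximal effect; % is scaled to controls: 0 for no effect and ±100 for the full control effect; nearly all actives have a fitted effect of over 50% in size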
ELG1 genotox – qHTS screen for small molecules that induce genotoxicity in human embryonic kidney (HEK293T) cells expressing luciferase-tagged ELG1 | 330,000 compounds, 1.3% hits | Potency, µM (top dose mostly 46 µM), inactives show at the top dose activity change, positive = activation, usual class: activators | HEK293T ELG1-luciferase reporter, luminescence, 16 h | AID 504466, 2011; also: potency is read from the fitted curve at half-maximal effect; % of control where 0% means no effect; nearly all actives have a fitted effect of over 60% in size
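Screening used a luciferase reporter fused to human ELG1 in HEK293T cells. Luminescence was read on a CCD plate imager after 16 hr exposure and 30 min ONE-Glo incubation.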
Starred values were filed as active, the others as inactive; ? = inconclusive; / = not tested or not shown; [ ] = remark or other dose. Unless noted, calls follow the shape of the dose curve; as a rule, active = well fitted curve in the direction sought with a large enough effect; inconclusive = small, poorly fitted or top-dose-only effect, or another doubt; inactive = no such curve, though single readings can be large; an effect the other way counts as inactive or inconclusive. These rows are one share of the data; count on the stated rates, not on these rows.

entry	Structure	PKM2 activator	FLuc counter	NPC1 promoter act	p53 reactivator	BRCA1 expr up	Giardia killer	VP16 counter	ELG1 genotox	Rab9 prom act	Menin MLL FP TR	RORgamma inh
1	CCOc1ccc(Nc2nc(N3CCCCC3)nc(N3CCCCC3)n2)cc1	-3%	1%	0%	-4%	-22%	-9	1%	-11%	-6%	/	-16%
2	CC1CC(=O)N(CC(=O)N2CCCC2)c2ccccc2S1 (centres undefined)	-5%	-1%	-2%	-12%	0%	-4	/	0%	-9%	-1%	3%[0.365 µM]
3	COc1cc(C(C)=O)ccc1OC(=O)C(C)N1C(=O)c2ccccc2C1=O (centres undefined)	-9%	-1%	-1%	0%	14%	-6	-10%	5%	-1%	-2%	-12%
4	COc1nc(Nc2nc3ccccc3c(=O)[nH]2)nc2ccc(C)cc12	-4%	-2%	-34%[inhibitor]	31%	-20%	-11	5µM*	-8%	-30%[inhibitor]	/	?
5	O=C(c1cnn2c(C(F)F)cc(C3CC3)nc12)N1CCOCC1	-8%	1%	2%	1%	1%	4	-5%	1%	3%	-17%	-1%
6	CC(C)c1ccc(S(=O)(=O)N2CCC(C(=O)NCC3(N(C)C)CCCCC3)CC2)cc1	-8%	2%	2%	-5%	1%	-16	4%	-5%	-3%	/	1%
7	CCN1CNC(=S)N(c2ccccc2C)C1	0%	1%	1%	0%	3%	2	5%	0%	-5%	/	-38%
8	CCCC(c1nnnn1CC1CCCO1)N1CCN(c2nc3ccccc3s2)CC1 (centres undefined)	0%	0%	-2%	-7%	-13%	-13	-2%	-5%	1%	?	4%
9	O=C(NCCc1c[nH]c2ccccc12)C(F)(F)F	1%	-6%	-1%	16%	-16%	-9	-13%	0%	18%	28%	14%
10	O=C(O)CN1C(=O)/C(=C\C(Br)=C\c2ccccc2)SC1=S	/	9.5µM*	8%	?	-2%	-6	?	?	14%	?	?
11	O=C(NCc1cccs1)C12CC3CC(CC(C3)C1)C2	-2%	-2%	0%	-1%	-14%	?	2%	0%	1%	0%	10%
12	Nn1c(SCc2ccc(F)cc2)nnc1-c1ccncc1	-2%	2%	-2%	3%	-7%	7	3%	-6%	-2%	/	3%
13	O=C(CNC(=O)c1ccc(F)cc1)NCc1ccc(Cl)cc1	/	2%	-3%	1%	-17%	16	5%	0%	-2%	16%	6%
14	CCOC(=O)N1CCN(C(=O)CN(c2ccccc2OC)S(=O)(=O)c2ccc(C)cc2)CC1	-8%	-4%	-8%	18%	-14%	9	-11%	-6%	3%	17%	-3%
15	COc1cc(C2C(C#N)=C(N)OC3=C2C(=O)CC(C)(C)C3)ccc1OC(=O)N1CCOCC1 (centres undefined)	1%	4%	0%	9%	-1%	-14	-7%	1%	-7%	-5%	18%
16	Cc1ccc(NCc2nnc(SC(C)C(=O)N/N=C/c3ccc(C)o3)n2-c2ccccc2)cc1 (centres undefined)	0%	4%	-4%	2%	-11%	-11	-5%	0%	10%	?	-1%
17	O=c1c2c(nc3n1CCCCC3)sc1c(O)c(Br)ccc12	-14%	2.7µM*	4µM*	?	-8%	-29	4.5µM*	2.3µM*	2.8µM*	16%	8.9µM*
18	COc1ccc(O)c(/C=C(\C#N)C(=O)Nc2cccnc2)c1	-2%	4.8µM*	8%	?	18%	6	6%	?	21%	12%	38%
19	Oc1c(Br)cc(Cl)cc1C=Nc1ccccc1Br	-5%	-1%	-1%	27%	-54%	-7	-3%	1%	-4%	20%	?
20	Cc1cccc(C)c1OCCCN1CCCC1	-5%	1%	0%	1%	-4%	-1	-10%	-5%	-4%	-1%	-6%
21	COC(=O)C1Sc2[nH]c(=O)sc2C(c2ccc(Cl)cc2)C1C(=O)OC (centres undefined)	-4%	1%	2%	-5%	0%	-7	8%	4%	2%	0%[11.7 µM]	-32%
22	Cc1cccc(CN2C[C@]34CC[C@@H](C[C@@H]3S2(=O)=O)O4)c1	-5%	-1%	0%	0%	12%	7	-3%	2%	-3%	/	17%
23	COc1ccc(Cl)cc1NC(=O)Nc1ccccc1C(N)=O	-3%	-3%	-6%	0%	42%	-8	-9%	6%	-3%	?	6%
24	CC(=O)Nc1ccc(OCC(O)CN2CCCCC2C)cc1 (centres undefined)	-2%	7%	-1%	0%	0%	6	0%	-1%	-2%	2%	-18%
25	COc1ccc(-c2nnc(SCC(=O)N/N=C/c3ccccc3C(=O)O)n2-c2ccccc2)cc1	4%	?	-3%	0%	-3%	-16	-15%	2%	-4%	-10%	32%
26	Cc1nn(Cc2ccc([N+](=O)[O-])cc2)c(=O)n1-c1cccc(F)c1	-3%	-5%	-3%	-1%	0%	-16	-4%	2%	13%	-1%	20%
27	COc1ccc(CC(=O)NCc2ccccc2)cc1OC	0%	2%	1%	6%	1%	-5	5%	2%	-1%	-3%	-2%
28	CCCCNC(=O)CSc1nnc(NC(C)=O)s1	-1%	1%	-2%	0%	0%	9	-3%	1%	-2%	26%	-9%
29	COc1ccc(N(C)C(=O)c2ccc3nc(-c4ccccc4)c(-c4ccccc4)nc3c2)cc1	-14%	2%	-4%	0%	-68%	-11	3%	-11%	-4%	-11%	11%
30	CCC1CCCCN1C(=O)CCCOc1ccccc1 (centres undefined)	-8%	19µM*	?	?	76%	8	3%	13µM*	?	-9%	?
31	COc1cc(Cl)ccc1OCc1cc(C(=O)N[C@H]2CCCCNC2=O)no1	/	3.4µM*	?	25%	50%	2	-4%	14%	?	/	18%
32	C=CCSc1[nH]c(=O)cc(C)c1C(N)=O	2%	0%	0%	2%	3%	2	4%	-2%	-2%	4%	-1%
33	CC(=O)NCc1ccc(C(=O)CN2C(=O)NC3(CCCCC3C)C2=O)s1 (centres undefined)	/	5%	-2%	6%	11%	-9	/	-2%	-4%	/	/
34	CCC1(CC)NC(=O)N(CC(=O)N2CCN(S(=O)(=O)c3cccc(F)c3)CC2)C1=O	3%	6%	-5%	3%	-15%	8	-6%	2%	10%	/	23%
35	Cc1ccc(C(=O)N2CCN(S(=O)(=O)c3ccccc3[N+](=O)[O-])CC2)o1	21%	-1%	-2%	1%	-5%	-2	-4%	-3%	4%	14%	1%
36	CC(C)Oc1ccc(CN2CCC(n3nccc3NC(=O)C3CC3)CC2)cc1	-3%	-2%	0%	-12%	-3%	8	?	3%	1%	/	-11%
37	Cc1csc2ncc(C(=O)Nc3cccc(C(F)(F)F)c3)c(=O)n12	8%	1%	22%	8%	-26%	0	6%	?	29%	17%	-6%

Part of the list above, as labelled records.
(25) COc1ccc(-c2nnc(SCC(=O)N/N=C/c3ccccc3C(=O)O)n2-c2ccccc2)cc1
  PKM2 activator: 4%
  FLuc counter: ?
  NPC1 promoter act: -3%
  p53 reactivator: 0%
  BRCA1 expr up: -3%
  Giardia killer: -16
  VP16 counter: -15%
  ELG1 genotox: 2%
  Rab9 prom act: -4%
  Menin MLL FP TR: -10%
  RORgamma inh: 32%
(34) CCC1(CC)NC(=O)N(CC(=O)N2CCN(S(=O)(=O)c3cccc(F)c3)CC2)C1=O
  PKM2 activator: 3%
  FLuc counter: 6%
  NPC1 promoter act: -5%
  p53 reactivator: 3%
  BRCA1 expr up: -15%
  Giardia killer: 8
  VP16 counter: -6%
  ELG1 genotox: 2%
  Rab9 prom act: 10%
  Menin MLL FP TR: /
  RORgamma inh: 23%
(16) Cc1ccc(NCc2nnc(SC(C)C(=O)N/N=C/c3ccc(C)o3)n2-c2ccccc2)cc1 (centres undefined)
  PKM2 activator: 0%
  FLuc counter: 4%
  NPC1 promoter act: -4%
  p53 reactivator: 2%
  BRCA1 expr up: -11%
  Giardia killer: -11
  VP16 counter: -5%
  ELG1 genotox: 0%
  Rab9 prom act: 10%
  Menin MLL FP TR: ?
  RORgamma inh: -1%
(18) COc1ccc(O)c(/C=C(\C#N)C(=O)Nc2cccnc2)c1
  PKM2 activator: -2%
  FLuc counter: 4.8µM*
  NPC1 promoter act: 8%
  p53 reactivator: ?
  BRCA1 expr up: 18%
  Giardia killer: 6
  VP16 counter: 6%
  ELG1 genotox: ?
  Rab9 prom act: 21%
  Menin MLL FP TR: 12%
  RORgamma inh: 38%

Assay outcomes as filed in PubChem BioAssay.
